Assay outcomes (PubChem BioAssay)
ROMK mod – modulates human ROMK potassium channel activity | P48048 | Tet-inducible ROMK, thallium flux fluorescence; actives lie on both sides | B-score at 10 µM | 2% of 130,000 active | AID 1918;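 active = signal ratio slope over the read window, or its plate-corrected B-score, at least 3 SD from the plate mean, either direction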;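 note: B-score of the F/F0 ratio slope over 7 to 12 s after thallium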
Target sequence (P48048 whole entry, looked up): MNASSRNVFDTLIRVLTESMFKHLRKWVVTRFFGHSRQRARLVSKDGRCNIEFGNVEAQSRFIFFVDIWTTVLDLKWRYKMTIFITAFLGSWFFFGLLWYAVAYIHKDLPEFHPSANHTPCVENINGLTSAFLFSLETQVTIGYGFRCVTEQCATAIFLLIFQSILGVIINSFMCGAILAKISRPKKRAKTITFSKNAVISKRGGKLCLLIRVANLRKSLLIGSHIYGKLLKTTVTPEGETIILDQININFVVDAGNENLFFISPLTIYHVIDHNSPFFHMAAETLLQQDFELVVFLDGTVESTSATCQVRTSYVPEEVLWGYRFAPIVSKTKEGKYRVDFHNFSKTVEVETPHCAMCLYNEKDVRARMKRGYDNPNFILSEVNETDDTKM
PPARg SRC3 recr – promotes SRC-3 coactivator recruitment by human PPARgamma; biochemical PPARgamma/SRC-3 coactivator recruitment assay; activation, % at 8 µM; 0.26% of 200,000 active; AID 731; in the data active = activation above about 23%;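 note: 0% = DMSO and 100% = reference agonist; some compounds past the cut are filed as inactive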
Target sequence (P37231 whole entry, looked up): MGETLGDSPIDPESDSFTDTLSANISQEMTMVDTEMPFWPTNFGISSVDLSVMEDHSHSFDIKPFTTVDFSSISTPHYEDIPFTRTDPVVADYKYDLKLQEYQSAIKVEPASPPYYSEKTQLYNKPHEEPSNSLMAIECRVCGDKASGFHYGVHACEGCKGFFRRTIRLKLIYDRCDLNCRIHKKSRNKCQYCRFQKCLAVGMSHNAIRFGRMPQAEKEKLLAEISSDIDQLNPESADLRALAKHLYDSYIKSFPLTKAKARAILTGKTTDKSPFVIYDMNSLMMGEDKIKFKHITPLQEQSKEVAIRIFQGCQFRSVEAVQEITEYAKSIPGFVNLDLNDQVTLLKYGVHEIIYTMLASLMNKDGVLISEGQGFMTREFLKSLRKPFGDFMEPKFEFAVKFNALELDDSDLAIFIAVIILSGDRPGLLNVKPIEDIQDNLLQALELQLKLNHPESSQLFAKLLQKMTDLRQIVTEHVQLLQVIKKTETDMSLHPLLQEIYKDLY
SRC2 TRFRET art – counter-screen for PPARgamma SRC-2 recruitment agonists: TR-FRET artefact. stronger effect = higher value. TR-FRET ratio at 8 µM. 0.4% of 200,000 active. AID 1049; in the data active = TR-FRET ratio above about 2000; note: inactives centre near 1500; reference of the scale not given here
DTT redox prof – compounds producing H2O2 with reducing agent – biochemical, NIH compound library profiling, artefact control for MLSCN library redox annotation, primary screen; DTT-dependent redox cycling H2O2, phenol red/HRP absorbance; 100% = 100 µM peroxide control, 0% = buffer; 0.03% of 200,000 active; activation, % at 10 µM;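 active = activation of at least 50% relative to the plate's high and low controls in the primary single-dose screen; inactive = activation below 50%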;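 note: compound incubated with DTT at 0.8 mM final as the reducing agent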
bIAP inhibitor – intestinal alkaline phosphatase (bovine) inhibition | purified bovine IAP, CDP-star luminescence, 30 min | inhibition, % at 20 µM | 190,000 tested, under 10 active | AID 1019;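 active = over 50% inhibition of intestinal alkaline phosphatase at 20 µM in the single-dose screen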
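System: Purified bovine intestinal alkaline phosphatase (IAP) enzyme | Input: IAP diluted 1/65,000,000 in the well | Also added: CDP-star chemiluminescent phosphatase substrate, 30 µM final | Dosing: 20 µM single dose | Times: Enzyme reaction for 30 min at room temperature | Detection: Luminescence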
TLR4-MyD88 BLA – inhibitors of human TLR4-MyD88 binding; inhibition, % at 8.4 µM; 0.18% of 200,000 active; O00206+Q99836; HeLa CL3-4 TLR4/MyD88 BLA complementation, FRET ratio; in the data active = inhibition above about 25%;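 note: 0% = vehicle and 100% = reference inhibitor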
L major viab – reduces viability of Leishmania major promastigotes; resazurin fluorescence viability; inhibition, % at 10 µM; 9% of 200,000 active; in the data active = inhibition above about 50%;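 note: promastigotes grown with compound for 44 hours at 28 °C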
PPARg SRC1 recr – agonists of human PPARgamma SRC-1 coactivator recruitment. AID 631. 0.41% of 200,000 active. P37231. activation, % at 8 µM. PPARgamma-SRC-1 coactivator recruitment biochemical assay; in the data active = activation above about 19%;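 note: 0% = DMSO and 100% = reference agonist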
S1P3 antagonist – antagonists of human S1P3 receptor | CHO S1P3 NFAT-BLA reporter, FRET fluorescence, antagonist mode | 0.27% of 170,000 active | Q99500 | inhibition, % at 4.98 µM;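 active = inhibition above the plate cutoff, the mean inhibition of test wells on that plate plus 3 SD, cut at about 28% in these data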;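 note: cells challenged with S1P at its EC80 of 0.8 µM; blue over green emission ratio from cleaved BLA substrate after 4 h stimulation; 0% = S1P-stimulated wells and 100% = unstimulated DMSO-only wells; some compounds past the cut are filed as inactive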
PPARg SRC2 recr – PPARgamma-driven SRC-2 recruitment agonism. PPARgamma LBD-SRC-2 recruitment, biochemical. activation, % at 8 µM. 0.34% of 200,000 active. AID 1032; in the data active = activation above about 22%;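 note: 0% = vehicle and 100% = reference agonist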
bIAP activator – increases bovine intestinal alkaline phosphatase activity. activation factor at 20 µM. 0.17% of 200,000 active. purified bovine IAP, CDP-star luminescence, 30 min; stronger effect = higher value; fold of DMSO-control signal, blank-subtracted. AID 1016;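 active = activation factor of 2 or more at 20 µM, a signal rise over negative controls twice the positive control's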
* = called active by the depositor; . = not tested or not shown. Random draw from the library, and some 11% of all compounds hit somewhere here.

Screens in order – S1P3 antagonist	bIAP inhibitor	DTT redox prof	PPARg SRC2 recr	PPARg SRC3 recr	L major viab	SRC2 TRFRET art	TLR4-MyD88 BLA	ROMK mod	bIAP activator	PPARg SRC1 recr
CCOC(=O)c1ccccc1OC(=O)CS(=O)c1ccccc1[N+](=O)[O-] (stereo not drawn)
  5	-18	0.9	8	-1	-8	1480	4	0.88	1.2	4
CC(C)C(NC(=O)c1ccccc1F)C(=O)NCCc1ccccn1 (stereo not drawn)
  -11	6	-0.7	4	1	-3	1778	-20	1.3	0.9	8
Fc1ccc(Br)cc1C1C=C(c2ccc(Br)s2)Nc2ncnn21 (stereo not drawn)
  26	13	-0.2	51*	32*	-1	2711*	-4	.	0.9	46*
COc1ccc(/C=N/NC(=O)c2c(C)nnn2-c2nonc2N)cc1OC
  2	4	0.4	12	4	-8	1682	-9	-0.31	1	8
O=C(O)c1ccc(NC(=O)c2cn(-c3ccccc3)nc2-c2ccccc2)cc1
  -16	-8	0.1	-2	5	2	1475	5	0.0067	1.1	16
COC(CNC(=O)c1cc(-c2ccncc2)nc2ccc(S(=O)(=O)N3CCOCC3)cc12)OC
  -4	8	0.3	3	8	-4	1695	5	0.14	0.9	2
Cn1c(=O)c2c(ncn2CC(=O)Nc2cccc(S(=O)(=O)Nc3ccccc3F)c2)n(C)c1=O
  10	-2	-0.3	6	2	-8	1626	10	-0.18	1	0
CC(=O)Nc1ccc(S(=O)(=O)NNC(=O)c2ccc(C)cc2)cc1
  .	0	0.1	-8	1	-4	1245	-10	0.23	1	1
CNC(=O)C(=O)Nc1c(C)cc(C)cc1C
  -5	0	-0.1	3	-1	-8	1451	-4	-0.057	1	6
c1csc(-c2csc3nc(CN4CCOCC4)nc(NCc4ccc5c(c4)OCO5)c23)c1
  -27	-31	-1.0	4	8	33	1599	0	.	1.3	2
CCc1cc2cc(C)c(C)cc2nc1SCC(=O)NNC(=O)c1ccco1
  .	-11	2.4	0	-1	-6	1538	2	.	1.1	-9
Cc1nn(Cc2ccccc2Cl)c(C)c1NC(=O)Cn1nc([N+](=O)[O-])c(Cl)c1C
  .	5	1.3	-6	-4	0	1499	-4	-0.17	0.9	5
COc1cccc(/C=C/C(=O)OCC(=O)Nc2cccc(S(=O)(=O)N(C)C)c2)c1
  -4	23	-0.5	-5	0	3	1307	-5	0.046	0.8	-7
Cc1ccccc1NCc1nnc2n1CCCCC2
  -11	0	0.2	-2	0	-8	1444	1	-0.46	1	12
O=C(CCCC(=O)OCC(F)(F)C(F)F)Nc1ccc(NC(=O)CCCC(=O)OCC(F)(F)C(F)F)cc1
  .	-9	0.1	12	5	-5	1613	-4	1	1.1	6
N#C/C(=C\c1ccc(C(=O)O)cc1)c1ccccn1
  -3	4	-1.1	-2	1	15	1627	-12	-0.43	1	-4
COc1cc(CNCCc2ccc(S(N)(=O)=O)cc2)ccc1OCC(=O)N1CCCCC1
  -6	11	0.5	2	-4	-6	1544	-4	.	0.9	2
Nc1nnnn1/N=C/c1cccs1
  .	10	0.2	7	5	-3	1593	6	0.024	0.9	2
C=CCOc1ccc2oc(=O)cc(C)c2c1
  6	11	-0.3	2	9	-3	1601	-19	0.0052	0.9	7
CC1(C)C2CCC1(C)C(OCC[N+](C)(C)CC(=O)OC1CCCCC1)C2 (stereo not drawn)
  -8	-35	-0.3	2	3	100*	1691	-6	.	1.4	-6

Compounds shown so far that have a COOH group (two):
Screens in order – S1P3 antagonist	bIAP inhibitor	DTT redox prof	PPARg SRC2 recr	PPARg SRC3 recr	L major viab	SRC2 TRFRET art	TLR4-MyD88 BLA	ROMK mod	bIAP activator	PPARg SRC1 recr
O=C(O)c1ccc(NC(=O)c2cn(-c3ccccc3)nc2-c2ccccc2)cc1
  -16	-8	0.1	-2	5	2	1475	5	0.0067	1.1	16
N#C/C(=C\c1ccc(C(=O)O)cc1)c1ccccn1
  -3	4	-1.1	-2	1	15	1627	-12	-0.43	1	-4

Following part.
Screens in order – S1P3 antagonist	bIAP inhibitor	DTT redox prof	PPARg SRC2 recr	PPARg SRC3 recr	L major viab	SRC2 TRFRET art	TLR4-MyD88 BLA	ROMK mod	bIAP activator	PPARg SRC1 recr
CC(=O)N1N=C(c2ccccc2)CC1c1cn(C)c2ccccc12 (stereo not drawn)
  5	0	-0.4	1	1	4	1626	8	.	1	-2
CN(C(=O)COC(=O)c1cc(Br)c(Br)s1)C1CCS(=O)(=O)C1 (stereo not drawn)
  -3	7	0.3	-1	0	24	1637	8	0.055	0.9	6
COc1ccc(C(=O)Cc2cc(OC)c(OC)cc2[N+](=O)[O-])c(OC)c1
  .	2	-3.8	4	-8	-4	1472	10	.	1	-1
CCOCc1c(C(=O)NC2CCCCCC2)oc2ccccc12
  -7	-5	-2.9	0	0	11	1419	-8	-1.2	1.1	7
CN(Cc1ccccn1)Cc1nc(Cc2ccccc2Cl)no1
  -2	8	1.3	-1	4	-7	1576	3	-0.044	0.9	2
COc1ccc(Cl)cc1NC(=O)COC(C)=O
  -1	-4	-1.5	1	4	-7	1427	7	-0.019	1	-2
N#Cc1c(N2CCCCC2)nc(N)c2c(N)nc3c(c12)CC(c1ccccc1)O3 (stereo not drawn)
  .	5	1.2	-3	2	40	1340	2	.	1	8
CCOC(=O)N1CCC(NS(=O)(=O)c2cc3c(cc2C)NC(=O)CO3)CC1
  -6	4	-0.5	3	9	-3	1600	-10	-0.19	1	-4
CCn1c(-c2cccc(Br)c2)n[nH]c1=S
  20	-20	1.4	9	17	-6	1655	4	.	1.2	-2
Cn1c(CO)cnc1SCc1ccc(Cl)cc1
  .	5	-6.7	1	1	-2	1666	-6	.	0.9	-5
COc1ccccc1N1CCN(C(=O)c2ccc(N3CCCC3=O)cc2)CC1
  .	15	0.8	-1	-5	4	1420	12	.	0.8	-7
Cc1ccc(C(=O)Nc2cc(-c3ccn[nH]3)c(C)n(N)c2=O)cc1
  1	-32	-0.1	-5	-3	-6	1397	-4	-0.072	1.3	5
O=C(Cc1csc(Nc2nc(=S)[nH]c3ccccc23)n1)N1CCN(c2cccc(C(F)(F)F)c2)CC1
  -12	-10	0.0	17	9	1	1759	-18	0.51	1.1	10
O=C(NCCc1c[nH]c2ccccc12)/C(=C\c1ccco1)NC(=O)c1ccco1
  0	-3	-1.0	3	1	56*	1653	-5	0.0025	1	2
COc1ccc(F)cc1S(=O)(=O)NC1CCCCCC1
  11	9	2.0	-2	4	7	1418	9	.	0.9	5
CCC(C)NC(=S)Nc1ccccc1OC (stereo not drawn)
  5	-7	0.0	1	4	22	1569	-8	-0.032	1.1	0
COc1ccc(NC(=O)CN(Cc2ccccc2)S(C)(=O)=O)cc1
  .	-2	0.0	-6	-1	-4	1376	13	-0.15	1	3
N#CC1=C(N)Oc2c(ccc3ccccc23)C1c1ccsc1 (stereo not drawn)
  .	9	19	-4	-4	1	1546	3	.	0.9	-2
CCOc1ccccc1NC(=O)c1ccc(OCC)c([N+](=O)[O-])c1
  1	-12	-0.3	1	1	-3	1531	-6	0.95	1.1	-6
NC(=NC(=O)c1ccccc1)C1=C(O)CCC1=O
  -30	8	0.0	3	0	2	1821	2	0.17	0.9	12
O=C(Nc1sc2c(c1C(=O)NC1CC1)CCCCCC2)c1ccco1
  -4	2	1.9	1	2	2	1423	-4	.	1	-7
CC1(C)Cc2ccccc2C(NN=C2CCCC2)=N1
  -7	-19	-0.3	3	-4	-2	1512	0	-0.033	1.2	-1
Cc1ccc([N+](=O)[O-])cc1N(CC(=O)NCC1CCCO1)S(C)(=O)=O (stereo not drawn)
  9	-2	-0.5	-2	-6	0	1445	4	-0.016	1	-1
CC1=CC(C)(C)N(C(=O)C(C)N2C(=O)c3ccccc3C2=O)c2c(C)cc(C)cc21 (stereo not drawn)
  .	14	-1.0	6	12	33	1513	-6	.	0.9	5
CCOC(=O)c1ccccc1NC(=O)CN(c1ccccc1OC)S(C)(=O)=O
  -34	1	-1.2	7	4	20	1511	-10	.	1	1
CC1=CC(C)C(C(=O)O)C(C(=O)Nc2cccnc2)C1 (stereo not drawn)
  -17	-14	0.0	-9	2	-7	1510	11	-0.52	1.1	-1
O=C(CN1CCC2(CC1)OCCO2)c1c[nH]c2ccccc12
  2	7	-0.7	6	4	-2	1588	3	.	0.9	4
CC1=C(C#N)C(NC(=O)c2ccco2)(C(F)(F)F)C(=O)N1 (stereo not drawn)
  -44	20	0.4	0	1	-5	1434	-3	0.038	0.8	2
CCOc1ccc(S(=O)(=O)N(CC(=O)Nc2cc(C)on2)Cc2ccccc2Cl)cc1
  -7	8	0.7	12	4	16	1819	-5	.	0.9	-2
OCC1(CCc2ccccc2)CCN(Cc2c(F)ccc(F)c2F)CC1
  -2	-11	0.3	-4	1	2	1586	1	-0.57	1.1	6
Cc1ccc(NC(=O)c2noc3c2CCC3)cc1C
  -14	12	-0.4	4	3	31	1631	3	1.4	0.9	4
O=C1C=C(NNC(=O)c2cccnc2)CC(c2ccco2)C1 (stereo not drawn)
  -10	-5	-0.7	8	3	-3	1588	2	-0.0013	1	9
CC(O)CNc1nc2ccccc2n1-c1ncnc2sc3c(c12)CCC3 (stereo not drawn)
  0	-105	2.3	5	3	74*	1630	0	.	2.1*	6
Cc1ccccc1NC(=O)/C(C#N)=C\c1ccsc1
  -1	-8	-0.1	-3	3	23	1651	-15	-1.8	1.1	4
